TDP1 cell noCPT: qHTS for Inhibitors of human tyrosyl-DNA phosphodiesterase 1 (TDP1): qHTS in cells in absence of CPT | DT40 Tdp1-/- hTDP1 cells, no CPT, ATP luminescence, 48 h | Potency, µM (series often up to 46.2 µM), inactives show top-dose activity change, negative = growth inhibition, most hits filed as inhibitors | hit rate 15% among 420,000 | AID 686978, 2013; also: nearly all actives have a fitted effect of over 55% in size
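Luminescent ATP content (CellTiter-Glo) served as the growth readout. Knockout chicken DT40 cells expressing human TDP1 were exposed to compounds without camptothecin for a minimum 48 hr at 37 °C.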
TDP1 block: inhibitors of human tyrosyl-DNA phosphodiesterase TDP1; Q9NUW8; recombinant TDP1, AlphaScreen DNA substrate cleavage; Potency, µM (top dose mostly 130 µM), for inactives: top-dose activity change, negative = inhibition, usual class: inhibitors; hit rate 0.28% among 350,000; AID 485290; also: nearly all actives have a fitted effect of over 40% in size
Target sequence (Q9NUW8 whole entry, looked up): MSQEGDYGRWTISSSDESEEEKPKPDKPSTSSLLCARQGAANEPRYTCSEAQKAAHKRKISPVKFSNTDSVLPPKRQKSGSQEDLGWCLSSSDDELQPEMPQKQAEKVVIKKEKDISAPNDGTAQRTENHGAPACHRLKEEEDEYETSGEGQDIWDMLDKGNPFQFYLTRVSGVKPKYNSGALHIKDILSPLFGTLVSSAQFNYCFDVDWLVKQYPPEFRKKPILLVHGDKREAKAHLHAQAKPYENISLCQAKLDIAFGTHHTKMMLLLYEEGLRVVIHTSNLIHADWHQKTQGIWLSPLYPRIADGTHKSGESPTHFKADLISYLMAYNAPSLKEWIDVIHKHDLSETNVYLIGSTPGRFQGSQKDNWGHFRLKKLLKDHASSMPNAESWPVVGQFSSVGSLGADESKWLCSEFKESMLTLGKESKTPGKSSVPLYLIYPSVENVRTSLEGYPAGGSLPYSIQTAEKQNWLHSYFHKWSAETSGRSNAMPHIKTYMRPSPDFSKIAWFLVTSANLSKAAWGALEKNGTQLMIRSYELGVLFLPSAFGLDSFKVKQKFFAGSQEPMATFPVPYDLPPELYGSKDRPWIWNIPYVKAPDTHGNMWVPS
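E. coli-derived human Tdp1, 1 nM final. Cpd preinc 15 min RT; substrate 15 nM final, 5 min RT; AS bead mix 10 ug/ml final, 10 min RT. Signal loss = tyrosine-FITC cleavage. No-enzyme wells = max signal.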
N370S GC: N370S glucocerebrosidase modulation, Gaucher chaperone candidate. hit rate 0.092% among 330,000. N370S GC spleen homogenate, 4MU-glucoside fluorescence. Potency, µM (doses to about 59.4 µM), for inactives: top-dose activity change, negative = inhibition, hits mostly inhibitors;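 also: 0% = full enzyme activity and -100% = no enzyme basal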
* marks the source's active call; other numbers are inactive results; ? = inconclusive; · = no result given; & = joins results of further samples; [ ] = dose if it differs, or a comment. Calls follow the shape of the dose curve; as a rule, active = well fitted curve in the direction sought with a large enough effect; inconclusive = small, poorly fitted or top-dose-only effect, or another doubt; inactive = no such curve, though single readings can be large; an effect the other way counts as inactive or inconclusive. Unless noted, % is scaled to controls: 0 for no effect and ±100 for the full control effect; potency is read from the fitted curve at half-maximal effect. The list is partial. The share of hits here may be higher or lower than overall.

Structure | TDP1 cell noCPT | TDP1 block | N370S GC
CCCc1cc(=O)oc2cc(OCC(=O)NCCCN3CCOCC3)ccc12 | -2% | 0% | -3%
Cc1ccc(C(=O)NCc2ccccn2)o1 | 3% | 1% | 2%
O=C(CN1C(=O)CCC1=O)Nc1ccc(Cc2ccc(NC(=O)CN3C(=O)CCC3=O)cc2)cc1 | 8% | 9% | 17%
O=C(O)c1cnc(-c2ccccc2)nc1C(F)(F)F | -3% | -5% | 1%
Oc1ccc(-c2nccc(-c3ccc(Br)cc3)n2)cc1 | ? | · | -5%
Cn1c(SCc2ccccn2)nnc1-c1cnccn1 | -12% | 2% | 18%
CCOc1ccc(CC2S/C(=N/N=C/c3ccco3)NC2=O)cc1 (stereo not given) | -36% | 0% | -3%
O=C(CCNS(=O)(=O)c1ccc(Cl)cc1)NCc1cccnc1 | -15% | 1% | 16%
CCCCCC(O)c1ccc([C@H]2CCC(=O)[C@@H]2CCCCCCC(=O)O)cc1 (stereo not given in full) | · | 7% | -5%
CCN(CC)S(=O)(=O)c1ccc(S(=O)(=O)N2CCN(C(=O)c3ccco3)CC2)cc1 | -4% | 3% | 1%
Cc1cccc(C)c1NC(=O)CSc1nnc(-c2cccnc2)o1 | ? | 5% | -4%
CC(C(=O)NN=C(c1ccccc1)c1ccccc1)N1CCOCC1 (stereo not given) | 16µM* | 0% | 3%

Continued:
Structure | TDP1 cell noCPT | TDP1 block | N370S GC
CC1CCCCN1C(=O)CSc1nc(-c2ccccc2)cc(=O)[nH]1 (stereo not given) | 5% | 5% | 4%
Cc1ccc(NC(=S)NCCc2ccc(S(N)(=O)=O)cc2)cc1C | -23% | 8% | 20%
CCC(=O)N1CCN(c2ccc(NC(=S)NC(=O)c3cccc([N+](=O)[O-])c3)cc2)CC1 | ? | 9% | -1%
CC1Sc2ccc(S(=O)(=O)CCC(=O)NCc3ccccc3)cc2NC1=O (stereo not given) | -1% | -19% | -13%
CCOc1ccc(-n2c(C)cc(/C=N/N(C)C)c2C)cc1 | 7.3µM* | 8% | -8%
Cc1ccccc1S(=O)(=O)Cc1ccc(C(=O)NCCN(Cc2ccccc2)C(C)C)o1 | 16µM* | 4% | -20%
CC(C)c1ccc(NC(=O)CCS(=O)(=O)c2cccc3nonc23)cc1 | 23µM* | 9%&6% | -14%
COc1ccc(NCc2cc(=O)[nH]c3ccccc23)cc1 | -20% | · | -7%
CCOC(=O)C1CCN(CC(O)COc2ccc(C(C)(C)C)cc2)CC1 (stereo not given) | 16µM* | -1% | -24%
Cn1c(SCC(=O)N2CCCC2)nnc1-c1ccc(S(=O)(=O)N2CCCC2)cc1 | -2% | 2% | 0%
Cc1ccc(C)c(N2CCN(C(=O)CCc3c(C)nc4c(c3C)c(=O)n(C)c(=O)n4C)CC2)c1 | -2% | 6% | ·
CC(C)C(=O)N1CCN(c2cc(N3CCN(C)CC3)c(F)cc2[N+](=O)[O-])CC1 | -1% | -4% | -16%

Record cards, from the list above:
`Cn1c(SCC(=O)N2CCCC2)nnc1-c1ccc(S(=O)(=O)N2CCCC2)cc1` is entered as TDP1 cell noCPT = -2%; TDP1 block = 2%; N370S GC = 0%
`Cn1c(SCc2ccccn2)nnc1-c1cnccn1` is entered as TDP1 cell noCPT = -12%; TDP1 block = 2%; N370S GC = 18%
`O=C(CCNS(=O)(=O)c1ccc(Cl)cc1)NCc1cccnc1` is entered as TDP1 cell noCPT = -15%; TDP1 block = 1%; N370S GC = 16%

More structures follow:
Structure | TDP1 cell noCPT | TDP1 block | N370S GC
CN(C)CC[n+]1ccc(C(=O)c2ccccc2)cc1 | 2.6µM* | · | 0%
Cc1ccc(CS(=O)(=O)CCC(=O)O)cc1 | 5% | 7% | 9%
NC(=S)N/N=C/c1ccc(C(F)(F)F)cc1 | 16µM* | -6% | 6%
Cc1ccc(NCc2ccccc2O)cc1 | -27% | 8% | 0%
CC(=O)Nc1ccc(C(=O)OCC(=O)NCCC2=CCCCC2)cc1 | -5% | -9%[0.505 µM] | -3%
Cc1ccc(C(=O)NCC(=O)N/N=C/c2cccs2)cc1[N+](=O)[O-] | -24% | 6% | 2%
O=S(=O)(c1ccc(Oc2ccc(Br)cc2)cc1)N1CCOCC1 | 23µM* | 2% | -7%
COc1ccc(C(=O)NCCc2cnc[nH]2)cc1OC | 25% | · | 1%
O=C(Nc1cccc(-c2ccccc2)c1)N1CCN(C(=O)Nc2cccc(-c3ccccc3)c2)CC1 | -8% | 3% | 6%
O=c1[nH]c2ccc(N=Cc3c(O)ccc4cc(Br)ccc34)cc2[nH]1 | 1% | -3% | ?
CCOc1ccc(NC(=O)Nc2cccs2)cc1 | 18µM* | 5% | 7%
Cc1[nH]c2ccccc2c1SCCNC(=O)c1ccc(F)cc1 | ? | 9% | ·

Continuation.
Structure | TDP1 cell noCPT | TDP1 block | N370S GC
CCOC(=O)CNC(=O)CSc1nnc(-c2ccccc2)n1Cc1ccco1 | -8% | -10% | 1%
O=C(N/C(=C\c1cccnc1)C(=O)N1CCCCC1)c1cccc(Br)c1 | 6% | 6%[0.0935 µM] | -2%
Fc1ccc(CNc2nc3ccccc3n3nnnc23)cc1 | -28% | 4% | -11%
CCOC(=O)CN(C(=O)c1ccccc1)c1ccccc1C | ? | 0% | -22%
Cc1ccc(S(=O)(=O)N(C)C)cc1NC(=O)CSc1nncs1 | 9% | 0% | -3%
COc1ccccc1CN1CCNC(=O)C1CC(=O)N(C)Cc1nc(C)cs1 (stereo not given) | -21% | 3%[56.1 µM] | 0%
CC(NC(=O)/C=C/c1ccco1)c1nc2ccccc2n1Cc1c(Cl)cccc1Cl (stereo not given) | ? | 8% | 0%
Nc1nc(Nc2cccc(Cl)c2)nc(NCc2ccco2)c1[N+](=O)[O-] | ? | 10% | 2%
Cc1cc(C)nc(NC(=O)c2ccccc2O)n1 | -5% | · | -5%
C=CCC(CC=C)(CNC(=O)C(=O)Nc1cccc(C(F)(F)F)c1)c1ccccc1 | 21µM* | 2% | ·
Cc1cc(C(=O)OCC(=O)N2CC(C)OC(C)C2)ccc1[N+](=O)[O-] (stereo not given) | -19% | 7% | -10%
O=C(O)c1ccc2c(=O)n(-c3ccc(F)cc3)c(=S)[nH]c2c1 | 18% | -3% | -11%

Additional structures follow.
Structure | TDP1 cell noCPT | TDP1 block | N370S GC
CCCc1nnc(NC(=O)c2ccc([N+](=O)[O-])cc2)s1 | -5% | 0% | ?
Cc1cccc(N2CCN(S(=O)(=O)c3ccc4c(c3)C(C)(C)C(=O)N4C)CC2)c1C | ? | · | -15%
Cc1cccc(C)c1NC(=O)C1CCCN1S(=O)(=O)c1ccc2c(c1)n(C)c(=O)c(=O)n2C (stereo not given) | 6% | · | -18%
CC1Cc2ccccc2N1C(=O)CSc1nc2c(c(=O)n(C)c(=O)n2C)n1Cc1ccccc1 (stereo not given) | 21µM* | 7% | 17%
Cc1cc(C)n(C(C)CNC(=O)c2ccc3c(c2)OCO3)n1 (stereo not given) | -5% | ? | 1%
Clc1ccc(-c2nnnn2-c2ccc(Cl)cc2)cc1 | -24% | · | 0%
Cc1nc(SCC(=O)Nc2cccnc2Cl)nc(C)c1C | 0% | 3% | 8%
O=S(=O)(c1cc(Cl)cc(Cl)c1O)N1CCC2(CC1)OCCO2 | -11% | 3% | 4%
Cc1cc(C)cc(NC(=O)CCC(=O)N2Cc3ccccc3Oc3ncccc32)c1 | ? | 2% | ·
O=C(c1cc(S(=O)(=O)N2CCOCC2)c(Cl)cc1Cl)N1CCCCC1 | -28% | 0% | -3%
Cc1cc(C)nc(N2CCC(C(=O)NCc3cccs3)CC2)n1 | 2% | 4% | -2%
COc1cc(N=Nc2cccc(S(N)(=O)=O)c2)c2ccccc2c1N | 18µM* | 9% | -12%

Further compounds:
Structure | TDP1 cell noCPT | TDP1 block | N370S GC
CC1Cc2cc(S(=O)(=O)N3CCN(c4ccccc4F)CC3)ccc2N1C(=O)C1CC1 (stereo not given) | 23µM* | 4% | 3%
CCCCn1c(C)cc(/C=C(\C#N)C(=O)O)c1C | ? | 3% | -12%
CCc1nn(C(C)C(=O)NCCc2ccc(OC)c(OC)c2)c(=O)c2cc3occc3n12 (stereo not given) | -52% | 2% | 2%
CSc1n[nH]c(/N=C/c2oc(O)c3ccccc23)n1 | -22% | -6% | -17%
CN(C)c1ccc(/C=N/NC(=O)CCc2nc3ccccc3[nH]2)cc1 | -6% | 0% | -15%
CC(=O)N1CCc2c(sc3c2c(=O)n(-c2ccccc2C)c(=O)n3CC(=O)c2ccccc2)C1 | -23% | 4% | ·
CSc1nnc(Cc2cc(=O)[nH]c(=O)[nH]2)n1-c1cc(C)ccc1C | 15% | 0% | 1%
CCc1ccccc1NC(=O)Cn1nnc(C(=O)Nc2ccc(OC)c(OC)c2)c1N | -8% | -2% | ·
CC(=O)Nc1cc(S(=O)(=O)Nc2cccc(C)c2)c(C)cc1C | -9% | 3% | -3%
CCOc1ccc(C(=O)CCC(=O)Nc2ccncc2)cc1 | ? | 6% | ·
COc1cc(C(=O)NCC(=O)NNC(=O)CN(C)S(=O)(=O)c2ccc(Cl)cc2)cc(OC)c1OC | 0% | -2% | ·
O=S(=O)(c1ccc(-c2cc(C(F)(F)F)on2)s1)N1CCN(c2cccc(Cl)c2)CC1 | -4% | 5% | ·

Next entries follow.
Structure | TDP1 cell noCPT | TDP1 block | N370S GC
CCCOC(=O)c1ccc(Cl)c(NC(=O)c2cccnc2)c1 | · | 0% | 1%
Cc1ccc(N2C(=O)CS(=O)(=O)CC2=O)cc1 | 2% | 3% | 2%
O=C(COc1ccc(Cl)cc1Cl)N1CCCC1 | -1% | 1% | 6%
C/C=C1\CC2C=CC1C2 (stereo not given) | · | 14% | -3%
O=C(NCCF)[C@H]1C[C@@H]1[C@H](NP(=O)(c1ccccc1)c1ccccc1)c1ccccc1 | -12% | -1%&5% | 20%&9%
COC(=O)c1ccc(NC(=O)CN2CCN(c3cccc(Cl)c3)CC2)cc1 | -29% | 2% | -4%
COc1ccc(C(=O)Nc2nc(-c3ccccn3)cs2)cc1S(=O)(=O)N1CCOCC1 | 5.2µM* | 0% | ·
CCCCOc1ccc(NC(=O)C(=O)NCCCn2ccnc2)cc1 | 18µM* | 8% | 0%
CCOC(=O)C1(c2nc(N)cs2)COC(=O)C1 (stereo not given) | -9% | 4%[56.1 µM] | -3%
CC1CC1c1ccc(/C=C(\C#N)C(=O)Nc2ccccc2Cl)o1 (stereo not given) | ? | 3% | 6%
Cc1ccccc1N(C(=O)CNC(=O)c1ccco1)C(C(=O)NC1CCCCC1)c1ccncc1 (stereo not given) | 2% | 7% | -12%
COC(=O)c1ccc(CS(=O)(=O)c2ccc(C)cc2)cc1 | ? | 6% | 18%

In a second layout: entries from further up
mol: COC(=O)c1ccc(NC(=O)CN2CCN(c3cccc(Cl)c3)CC2)cc1
  TDP1 cell noCPT: -29%	TDP1 block: 2%	N370S GC: -4%
mol: COc1ccc(C(=O)Nc2nc(-c3ccccn3)cs2)cc1S(=O)(=O)N1CCOCC1
  TDP1 cell noCPT: 5.2µM*	TDP1 block: 0%	N370S GC: ·
mol: CCCCOc1ccc(NC(=O)C(=O)NCCCn2ccnc2)cc1
  TDP1 cell noCPT: 18µM*	TDP1 block: 8%	N370S GC: 0%

(list continues)
Structure | TDP1 cell noCPT | TDP1 block | N370S GC
COC(=O)c1cc(-c2cccc([N+](=O)[O-])c2)c2c(=O)n(C)c(=O)n(C)c2n1 | 2% | · | -2%
O=C(CN1C(=O)NC2(CCCCCCC2)C1=O)Nc1ccc(OC(F)F)cc1 | 18µM* | 0% | ·
NC(=O)c1nsc(C(=O)N(c2ccccc2)C(C(=O)NCc2ccc(F)cc2)c2ccc(O)cc2)c1N (stereo not given) | 18µM* | 0% | ?
COC(=O)NC(/C=C/c1ccccc1)[C@]1(C(C)=O)CCCC1=O (stereo not given in full) | · | 9%[21 µM] | -15%[12.8 µM]
O=C(NCCC(=O)N1CCCCCCC1)c1ccc(Cl)cc1 | -15% | · | 1%
CC(=O)c1cccc(N=c2scc(-c3ccc(S(=O)(=O)N4CCOCC4)cc3)n2CCO)c1 | 2.6µM* | -3% | -15%
CCC(=O)Nc1ccc(Cl)c(NC(=S)NC(C)=O)c1 | -24% | -3% | 2%
O=C(c1cc(-c2cccc(Br)c2)nc2ccccc12)N1CCCC1 | -29% | 0% | -8%
CCn1ccnc1[C@@H]1C[C@H]2CN(c3ccccc3OC)C(=O)[C@]23CCCN13 | -3% | 0% | -8%
O=C(O)/C(=C\c1ccc(F)cc1)c1ccc(-c2ccccc2)cc1 | 5% | · | 0%
CCCCN([C@H](CO)C(C)C)S(=O)(=O)c1ccccc1Br | 21µM* | 1%[56.1 µM] | ·
